Compound activity as filed in PubChem BioAssay.
Artemis endo inh: inhibitors of human Artemis endonuclease activity | hit rate 0.78% among 30,000 | inhibition, % at 10 µM | recombinant Artemis, quenched FAM hairpin cleavage fluorescence | Q96SD1;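 active = at 10 µM dose, at least 30% inhibition, measured as corrected fluorescence normalized to stimulator and neutral control wells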
Target sequence (Q96SD1 whole entry, looked up): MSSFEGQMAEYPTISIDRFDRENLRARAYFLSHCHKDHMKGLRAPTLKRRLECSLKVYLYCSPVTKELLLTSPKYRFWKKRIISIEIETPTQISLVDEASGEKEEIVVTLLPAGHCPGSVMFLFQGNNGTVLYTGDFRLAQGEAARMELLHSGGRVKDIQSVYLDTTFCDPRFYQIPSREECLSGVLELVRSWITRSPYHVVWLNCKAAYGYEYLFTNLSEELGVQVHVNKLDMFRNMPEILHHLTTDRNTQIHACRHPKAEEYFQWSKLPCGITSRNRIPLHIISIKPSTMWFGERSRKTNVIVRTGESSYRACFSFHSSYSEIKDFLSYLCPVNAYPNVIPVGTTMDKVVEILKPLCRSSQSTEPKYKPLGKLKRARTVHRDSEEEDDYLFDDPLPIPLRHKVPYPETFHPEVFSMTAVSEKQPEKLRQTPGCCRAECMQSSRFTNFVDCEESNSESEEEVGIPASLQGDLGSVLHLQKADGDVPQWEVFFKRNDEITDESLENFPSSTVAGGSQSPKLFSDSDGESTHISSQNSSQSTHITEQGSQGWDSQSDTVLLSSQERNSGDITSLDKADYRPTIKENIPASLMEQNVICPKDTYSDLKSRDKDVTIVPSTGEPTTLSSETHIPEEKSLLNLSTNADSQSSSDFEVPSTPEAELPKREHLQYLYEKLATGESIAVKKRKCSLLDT
An asterisk follows results filed as active.

SMILES	Artemis endo inh
CC(C)c1ccc(/C=N/NC(=O)CN(c2cccc(Cl)c2Cl)S(C)(=O)=O)cc1	2
COc1cc(C(c2c(C)[nH][nH]c2=O)c2c(C)[nH][nH]c2=O)ccc1OC(=O)c1cccc([N+](=O)[O-])c1	16
CC(C)OC(=O)CN1CCN(C2c3ccccc3-c3ccccc32)CC1	-4
O=C(Nc1ccc(-c2noc(CCc3ccccc3)n2)cc1)c1ccco1	11
COC(=O)c1ccc(Cl)c(NC(=O)NC2CCCCC2)c1	-5
COCCOC(=O)C1=C(C)OC(N)=C(C#N)C1c1ccc2c(c1)OCO2 (stereo unspecified)	-5
O=S(=O)(NCCSc1ccc(Cl)cc1)c1ccc2c(c1)OCCO2	4
O=C(c1cccs1)N1CCN(S(=O)(=O)N2CCCCC2)CC1	-4
O=S(=O)(c1ccc2c(c1)N(Cc1ccc(Cl)cc1)C1CCCN21)N1CCOCC1 (stereo unspecified)	10
Cc1ccccc1Cn1nnc(-c2ccc3c(c2)OCO3)n1	5
Cc1ccc2c(c1)C(O)(c1c(C)[nH]c3ccccc13)C(=O)N2 (stereo unspecified)	-5
COc1ccc(-n2c(SCC(=O)Nc3nccs3)nnc2-c2ccoc2C)cc1	11
CC(=O)Nc1c(C(=O)O)[nH]c2ccccc12	10
CCOC(=O)c1ccc(NC(=O)CSc2nnc(COc3ccccc3OC)n2CC)cc1	0
Cc1cc(C)c2nc(SCC(=O)N3CCCCC3)c(C#N)cc2c1	1
COC(=O)C1CCN(C(=O)NC(C)(C)C)CC1	1
CCCc1cc(=O)[nH]c(SCC(=O)c2cc(C)n(CCC)c2C)n1	-1
Clc1ccsc1-c1csc(-c2cccnc2)n1	-2
O=C(Nc1cccc(NC(=O)c2ccccc2[N+](=O)[O-])n1)c1ccccc1[N+](=O)[O-]	8
COC(=O)c1cc(C#N)c(Oc2ccc(OC)cc2)nc1C	1
CCCOc1ccc(/C(O)=C2/C(=O)C(=O)N(CCCOC)C2c2ccncc2)cc1 (stereo unspecified)	-1
O=C(CCN1CCCCC1)Nc1cccc(Cl)c1	-4
C=CCNC1=C(Cl)C(=O)N(c2cccc(Cl)c2Cl)C1=O	-1
Cc1ccc2[nH]c(=O)c(COC(=O)C3CCCO3)cc2c1 (stereo unspecified)	-7
COc1cccc(-c2nc(NCC3CCCO3)c3ccccc3n2)c1O (stereo unspecified)	6
Cc1nnc(SCC(=O)Nc2cccc(C(F)(F)F)c2)[nH]c1=O	-1
COc1nc(C)nc2c1sc1nc3c(cc12)COC(C)(C)C3	-6
O=C(OCCN1C(=O)c2ccccc2C1=O)c1cc(=O)[nH]c2ccccc12	9
CCOc1ccccc1N1CCN(C(=O)c2cc3c(s2)CCC3)CC1	0
COc1ccc(-c2nc3ccccc3n2CCC(C)C)cc1OC	7
O=C(CCCSc1nc2ccccc2[nH]1)NC1=NCCS1	0
CCn1nc(NC(=O)c2ccccn2)c2cc3cc(C)ccc3nc21	-8
O=C(Nc1ccccc1)N(Cc1ccccc1)CC(O)C(F)(F)F (stereo unspecified)	18
CN1CCN(CP(=O)(N2CCOCC2)N2CCOCC2)CC1	2
N#Cc1c(Nc2ccccc2)c(C=NCCN2CCOCC2)c[nH]c1=O	-5
c1ccc(-c2cc(-c3nnc4sc(-c5ccccn5)nn34)[nH]n2)cc1	16
Cc1nc2ccccn2c1-c1nnco1	-4
CCOC(=O)c1cc2n(n1)C(C(F)(F)C(F)(F)F)CC(C)N2 (stereo unspecified)	6
COCCSc1nc2sc3c(c2c(=O)n1-c1ccccc1)CCN(C)C3	7
COc1ccc(S(=O)(=O)NCCSc2ccc(C)cc2)cc1OC	-6

2 of the compounds above, bar-delimited:
canonical_smiles | Artemis endo inh
N#Cc1c(Nc2ccccc2)c(C=NCCN2CCOCC2)c[nH]c1=O | -5
c1ccc(-c2cc(-c3nnc4sc(-c5ccccn5)nn34)[nH]n2)cc1 | 16

Next section
SMILES	Artemis endo inh
Cc1nc(NS(=O)(=O)c2ccc(Br)cc2)c2c3c(sc2n1)CCC3	4
NC(=O)C1CCN(CC(=O)NCc2ccccc2)CC1	-5
CCCCn1nnnc1SCC(=O)Nc1ccc(C)cc1	6
CCCC(C)NC(=O)c1nc(-c2ccccc2)n(-c2ccccc2)n1 (stereo unspecified)	-3
CC(CS(=O)(=O)c1cccc2cccnc12)N1CCCCC1 (stereo unspecified)	-8
Cc1ccc(S(=O)(=O)N(CC(=O)N/N=C/c2cccc(C)c2)c2cccc3cccnc23)cc1	4
O=C(CSCc1cnn(-c2ccccc2)c1-n1cccc1)NCCN1CCOCC1	-1
Cc1cc(C)n(Cc2ccc(Cl)cc2Cl)c(=O)c1S(=O)(=O)c1ccccc1	3
CCN(CC)c1ccc(SS(=O)(=O)O)cc1	6
COCc1cc(=O)n2[nH]c(SCc3ccccc3)nc2n1	-7
COCCNCCOCCOc1cccc(OC)c1	-1
CCCCN(CCCC)c1cc(C)nc(-c2ccccc2O)n1	5
Cc1cc(=O)[nH]c(COc2ccccc2)n1	-4
CCOc1ccc(-c2nnc(-c3snc(-c4ccc(F)cc4)c3N=CN(C)C)o2)cc1	0
N#CC12CCCCC1CC1CCCCC1(C#N)N2Cc1cccnc1 (stereo unspecified)	2
c1ccc(-c2ccn3nnnc3n2)cc1	-1
CCCCn1c(SCC(=O)c2cc(OC)ccc2OC)nc2cc(S(N)(=O)=O)ccc21	7
CNCc1cc2ccc(C)cc2[nH]c1=O	1
Cc1nc(S/C(=C/c2ccc(-c3cccc(Cl)c3)o2)C(=O)O)n[nH]1	10
Cc1nnc(Nc2ccc3c(c2)OCO3)c2ccccc12	0

12 records picked at random from those above:
SMILES	Artemis endo inh
CC(CS(=O)(=O)c1cccc2cccnc12)N1CCCCC1 (stereo unspecified)	-8
COC(=O)c1cc(C#N)c(Oc2ccc(OC)cc2)nc1C	1
O=S(=O)(NCCSc1ccc(Cl)cc1)c1ccc2c(c1)OCCO2	4
CCCCN(CCCC)c1cc(C)nc(-c2ccccc2O)n1	5
O=C(Nc1ccccc1)N(Cc1ccccc1)CC(O)C(F)(F)F (stereo unspecified)	18
c1ccc(-c2ccn3nnnc3n2)cc1	-1
O=C(CSCc1cnn(-c2ccccc2)c1-n1cccc1)NCCN1CCOCC1	-1
Cc1cc(=O)[nH]c(COc2ccccc2)n1	-4
COCCNCCOCCOc1cccc(OC)c1	-1
NC(=O)C1CCN(CC(=O)NCc2ccccc2)CC1	-5
COCCSc1nc2sc3c(c2c(=O)n1-c1ccccc1)CCN(C)C3	7
Cc1cc(C)n(Cc2ccc(Cl)cc2Cl)c(=O)c1S(=O)(=O)c1ccccc1	3

(more compounds)
SMILES	Artemis endo inh
CCc1ccc2c(CN3CCc4ccccc43)cc(=O)oc2c1	14
Cc1noc(C)c1COC(=O)c1ccc(-c2nc3ccccc3s2)s1	2
CCCCN(C)CCCNC(=O)c1ccc(N2CCCC2=O)cc1	-10
COc1ccccc1NC(=O)CSc1nc2nc(C)cc(C)c2c(=O)[nH]1	5
CCCc1[nH]n(-c2ccc([N+](=O)[O-])cc2)c(=O)c1C=NCCc1c[nH]c2ccccc12	7
Cc1cc(OCC(O)CN2CCN(CCO)CC2)ccc1C(C)C (stereo unspecified)	3
O=C(CSc1nc2cc(Cl)ccc2o1)c1cccs1	6
CS(=O)(=O)N(Cc1ccccc1)c1ccccc1C(=O)O	1
COc1ccc(C(=O)NCCCn2ccnc2)cc1	-4
O=C1CCCc2nn(-c3ccccc3)c(-c3ccncc3)c21	-1
CCOC(=O)c1cn(CC)c2cc(N3CCCCC3)c(F)cc2c1=O	2
C=CCN1C(=O)CS/C1=C(\C#N)S(=O)(=O)c1ccc(C)cc1	-9
O/N=C1\CCc2cc(Cl)ccc21	-1
CCOc1ccc(-c2nc(CSCC(=O)NCCN3CCOCC3)c(C)o2)cc1	4
Cc1cccc(N2CCN(C(=O)C34CC5CC(CC(C5)C3)C4)CC2)c1C	16
CC(C)(CNCC(O)c1ccccc1)N1CCOCC1 (stereo unspecified)	-2
Cc1cc(C)nc(SCC2COc3ccccc3O2)n1 (stereo unspecified)	-4
CCc1nc(C)cn1S(=O)(=O)c1cc(Br)c(C)cc1OC	-7
Cc1ccc(N2CC(C(=O)OCc3ccccc3)CC2=O)cc1 (stereo unspecified)	-1
COc1ccc(CNC(=O)c2ccccc2SC)cc1	-6
Cc1c(NC(=O)OCCNC(=O)Nc2ccccc2)sc(=S)n1C	1
Cc1cccc(N(Cc2cc3ccccc3[nH]c2=O)C(=O)c2ccco2)c1C	10
CC1CCc2c(sc3c2C2=NS(=O)(=O)CCN2C=N3)C1 (stereo unspecified)	1
Cc1cc(C)nc(SCC(=O)c2cc3ccccc3oc2=O)n1	12
CC1(C)Cc2ccccc2C(=O)N1	0
CC(NC(=O)Cn1nc(C(=O)O)c2ccccc2c1=O)c1ccccc1 (stereo unspecified)	-4
O=c1c2c(-c3cccs3)csc2ncn1-c1ccc(Br)cc1	6
O=C(CSCc1ccccc1)Nc1cccc(C(=O)Nc2ccc(C(=O)O)cc2)c1	4
COc1ccc(-c2ncncc2-c2csc(C)n2)c(O)c1OC	-4
Cc1nc(NC2CCCC2)sc1C(=O)N(C)C	4
Cc1onc(-c2ccccc2)c1C(=O)N1CC(C)OC(C)C1 (stereo unspecified)	-3
CC(=O)c1cc(C#N)c(Oc2cccc(C(F)(F)F)c2)nc1C	-1
CCOC(=O)c1sc(NC(=O)c2cc3n(n2)C(C(F)(F)F)CC(c2cccs2)N3)c(C(=O)OCC)c1C (stereo unspecified)	14
COC(=O)c1[nH]c2ccccc2c1NC(=O)CN1CCC(C(N)=O)(N2CCCCC2)CC1	-9
C/C(Cl)=C/Cn1c(=O)c2c(nc(Br)n2Cc2ccccc2)n(C)c1=O	6
O=C(NCc1ccccc1)c1cc(-n2cnnc2)ccc1Cl	-12
CSc1nc2[nH]c3c(c2c2nncn12)CC(C)(C)OC3	-6
COc1cccc(C(CC(=O)NCc2ccco2)NS(=O)(=O)c2ccc(C)cc2)c1OC (stereo unspecified)	1
Cn1nc(C(F)(F)F)c2cc(NC(=O)OCc3ccc(F)cc3)sc21	7
O=C(Nc1ccccc1)c1nnsc1S(=O)c1ccc(Cl)cc1 (stereo unspecified)	7
COc1ccc(-c2ccc(C#N)c(SCC(=O)OCc3ccccc3)n2)cc1OC	7
CC(C)CC(c1nnnn1Cc1ccco1)N1CCN(C2CCCC2)CC1 (stereo unspecified)	0
O=C(COc1ccccc1C(=O)N/N=C\c1ccc(O)c(O)c1)N/N=C/c1ccc(O)c(O)c1	66*
COC(=O)CSc1nnc(Cc2ccccc2)n1-c1ccc(C)cc1	-2
COc1cc2c(C(=O)NCCCOC(C)C)cn(CC(C)C)c(=O)c2cc1OC	2
COCCOC(=O)CC1=NC(=O)CS1	-4
Cc1ccc(C(=O)c2coc3ccc(OCC(=O)O)cc23)cc1	-2
CCC/C(=N/NC(=O)c1csc(C)c1C)c1ccc(Cl)s1	4
Cc1ccccc1N(C(=O)c1cccs1)c1nc2ccccc2s1	3
O=C(OCc1cnc(Cl)s1)c1cccc(Cl)c1	1
O=C(NC(=S)Nc1cc(C(F)(F)F)ccc1Cl)c1ccccc1	-8
COc1ccccc1OC1=NS(=O)(=O)c2ccccc21	1
COc1ccccc1N1CCN(Cc2nc3ccccc3c(=O)n2CC(C)=O)CC1	-2
O=C(CP(=O)(c1ccccc1)c1ccccc1)N1CCCCC1	-3
CCCS(=O)(=O)c1c(S(=O)(=O)CCC)c2cnccn2c1C(=O)c1ccc(Cl)cc1	3
CC(=O)Nc1ccc(-n2c(C)c(C(C)=O)c(C(C)=O)c2C)cc1	1
Cc1ccc(C(=O)CCNc2ccc(Cl)cc2)o1	-7
COc1ccc(/C(O)=C2\C(=O)C(=O)N(c3cc(C)on3)C2c2ccccc2OC)cc1C (stereo unspecified)	17
COc1cccc(C(=O)OC(C)CN2CCCC2)c1 (stereo unspecified)	-2
O=C(NCC(F)(F)F)N1CCOCC1	-2

Continued:
SMILES	Artemis endo inh
Cc1cc(C)cc(N(C(C)C(=O)Nc2c(C)n(C)n(-c3ccccc3)c2=O)S(C)(=O)=O)c1 (stereo unspecified)	-6
CC(C)c1nnc(NC(=O)CCC(=O)NCC2CCCO2)s1 (stereo unspecified)	7
CSC1=C(C#N)C(CC(C)C)C(C(C)=O)=C(C)N1 (stereo unspecified)	-5
Cn1c(N)c(C(=O)CSc2nc3ccccc3n2-c2ccccc2)c(=O)n(C)c1=O	-8
O=C(O)CSc1cccc2cccnc12	1
CC(C)(C)OC(=O)NCCc1nnc(S(=O)(=O)Cc2ccc(Cl)cc2Cl)o1	0
CCOC(=O)c1ccc(N2C(=O)CC(N(C)Cc3ccccc3)C2=O)cc1 (stereo unspecified)	-6
CCCCNC(=O)n1c(SC)nc2ccccc21	-3
CCCSC(=O)N(CC)CC(=O)Nc1c(CC)cccc1CC	-13
CCOc1ccc(NC(=O)N2CCN(c3nc4ccccc4s3)CC2)cc1	-5
Cc1ccc(Nc2nc(N)nc(CN3CCCCCC3)n2)cc1	40*
Cc1nc(NCCN)c(C#N)c2c1COC(C)(C)C2	-12
O=C(Cn1cnc2c(cnn2-c2ccc(F)cc2)c1=O)NCC1CCCO1 (stereo unspecified)	33*
O=C(Cc1ccccc1)Nc1cccc(-c2nnc(-c3ccco3)o2)c1	8
CC(C)(C)NC(=O)COC(=O)c1nsc(Cl)c1Cl	0
CCCOc1ccc(-c2nnc(-c3cccs3)o2)cc1	-13
C=CCn1c(SCC(=O)N2CCc3ccccc3C2)nc2ccccc2c1=O	16
CCCS(=O)(=O)N1CCCC(C(=O)N2CCN(c3ccccn3)CC2)C1 (stereo unspecified)	10
CCCCCc1nc2ccccc2c(=O)n1N	-4
O=C(Nc1ccc2oc(-c3ccccc3)nc2c1)c1ccccc1F	-4
COc1ccc(O)c(C(=O)c2cnn(C(=O)c3cc(C)oc3C)c2)c1	8
Cc1noc(C)c1S(=O)(=O)NCC(=O)O	-8
COCCn1nnnc1C(c1ccccc1OC)N1CCN(c2ccccc2)CC1 (stereo unspecified)	7
O=c1cc(-c2cccc3ccccc23)[nH][nH]1	1
CC1=C(C#N)C(=O)OC(C)(C)C1	-12

Only part of the results is shown (hit frequency here may not be typical).
